# STAT1 act: STAT1 signaling activation. NIH 3T3 STAT1-luciferase reporter, IFN-gamma, luminescence; 100% = IFN-gamma alone, no compound. activation (% of control), % at 5.5 µM. hit rate 2.6% among 200,000. AID 932;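 active = activation above the screen-wide mean activation plus 3 SD, cut at about 130% in these data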;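 also: raw ratio to IFN-gamma control signal so 100% means no change and 0% no light; values of inactives mirror those of a sister screen read the other way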
# FLuc inhib CS: counter-screen for luciferase assay inhibitors: firefly luciferase inhibition | ATPLite firefly luciferase biochemical luminescence, 10 min | inhibition, % at 10 µM | hit rate 1.5% among 200,000 | AID 1006;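 active = inhibition above about 50% when tested at 10 µM, limit read from the data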
# Target sequence (P08659 whole entry, looked up): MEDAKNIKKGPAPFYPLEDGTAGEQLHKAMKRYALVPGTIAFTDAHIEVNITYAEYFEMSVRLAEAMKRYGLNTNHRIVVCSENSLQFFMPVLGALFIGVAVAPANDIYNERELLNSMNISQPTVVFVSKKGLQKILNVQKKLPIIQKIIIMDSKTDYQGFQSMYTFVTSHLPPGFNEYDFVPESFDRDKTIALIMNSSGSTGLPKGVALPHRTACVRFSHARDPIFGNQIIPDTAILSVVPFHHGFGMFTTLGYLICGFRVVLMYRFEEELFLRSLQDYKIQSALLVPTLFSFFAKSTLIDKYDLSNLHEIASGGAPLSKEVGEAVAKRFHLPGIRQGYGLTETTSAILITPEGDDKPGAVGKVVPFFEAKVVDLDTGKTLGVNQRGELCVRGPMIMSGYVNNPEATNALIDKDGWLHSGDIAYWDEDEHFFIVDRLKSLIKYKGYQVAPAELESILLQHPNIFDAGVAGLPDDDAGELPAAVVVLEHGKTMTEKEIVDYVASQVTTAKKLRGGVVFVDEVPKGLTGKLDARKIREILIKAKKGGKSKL
# STAT1 inh: inhibitors of IFN-gamma induced STAT1 signaling | NIH 3T3 STAT1-luciferase reporter, luminescence | inhibition, % at 5.5 µM | hit rate 0.35% among 200,000;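 active = inhibition above a set limit, the mean inhibition across all tested compounds plus 3 SD, cut at about 34% in these data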;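 also: 0% = IFN-gamma with DMSO and 100% = IFN-gamma with 300 µM nifuroxazide; values of inactives mirror those of a sister screen read the other way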
# Hsp70 act: transcriptional activators of Hsp70. HeLa Hsp70 promoter luciferase reporter, luminescence; scaled: vehicle 0, proteasome-inhibitor control 100%. AID 1203. activation, % at 10 µM. hit rate 0.04% among 200,000;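 active = activation above the mean across all tested compounds plus 3 SD, cutoff set per campaign, cut at about 5.5% in these data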;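 also: 100% = MG132 at 30 µM as the positive control and 0% = DMSO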
# STAT3 act: STAT3 signaling activation; activation (% of control), % at 5.6 µM; hit rate 0.91% among 190,000; U3A cells, IL-6 STAT3-luciferase reporter, luminescence; 100% = signal with IL-6 EC80 alone; AID 871;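 active = activation above the screen-wide mean of compound activation plus 3 SD, cut at about 130% in these data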;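 also: 0% = background luminescence of wells with medium and substrate only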
#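 Material: STAT3-luciferase reporter U3A cells; Probe or stimulus: IL-6 (33 ng/mL); Incubation: compound pre-incubation 1 h before IL-6, then 6 h stimulation at 37 °C; Technique: luminescence from STAT3-driven luciferase reporter; Evaluation: % activation versus median of IL-6-stimulated wells; Controls: IL-6-only high control.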
# APP transl inh: APP translation inhibition; SH-SY5Y APP 5'UTR-luciferase reporter, luminescence; inhibition, % at 2 µM; hit rate 0.82% among 190,000; AID 1285;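 active = inhibition above a set limit, derived from the sample mean plus 3 SD, cut at about 45% in these data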; also: values of inactives mirror those of a sister screen read the other way
# STAT3 blocker: inhibitors of IL-6 induced STAT3 signaling. U3A cells, IL-6 STAT3-luciferase reporter, luminescence; host cell line lacks STAT1. AID 862. inhibition, % at 5.5 µM. hit rate 0.89% among 190,000;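 active = inhibition above the mean inhibition across all screened compounds plus 3 SD, cut at about 44% in these data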;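 also: 0% = DMSO only wells and 100% = 100 µM nifuroxazide control wells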
# APP 5'UTR act: activates APP 5'UTR luciferase reporter. SH-SY5Y APP 5'UTR luciferase reporter, luminescence; zero percent = DMSO vehicle wells. activation, % at 2 µM. hit rate 1% among 190,000. AID 1276;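 active = activation above a set limit, based on mean plus 3 SD of controls, cut at about 140% in these data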; also: values of inactives mirror those of a sister screen read the other way
# NF-kB expr up: raises NF-kB expression in human neuronal cells. hit rate 1.6% among 190,000. NF-kB reporter expression; hits give high values. AID 1239. fold change at 12.5 µM; in the data active = fold change above about 3.3
# RAM inhibit: yeast RAM network inhibition | S. cerevisiae dse1pr::URA3 reporter, 5-FOA growth OD615, 2 d; analog-sensitive cbk1-as2 kinase mutant strain | inhibition, % at 50 µM | hit rate 1.8% among 190,000;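 active = inhibition above a set limit, 3 SD over mean compound inhibition, cut at about 8.4% in these data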;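 also: 0% = DMSO-only wells with no growth and 100% = 10 µM 1-NA-PP1 full growth; inhibition rescues growth on 5-FOA so higher OD means more RAM inhibition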
# * marks the source's active call; other numbers are inactive results; nt = not tested or not shown.
SMILES,STAT1 act,FLuc inhib CS,STAT1 inh,Hsp70 act,STAT3 act,APP transl inh,STAT3 blocker,APP 5'UTR act,NF-kB expr up,RAM inhibit
Cn1nccc1C(=O)OCC(=O)Nc1nc(-c2ccccc2)cs1,104,-4,-3,-0.4,86,-11,22,11,2,9.4*
O=C(N/N=C/c1ccc([N+](=O)[O-])o1)c1cn(-c2ccccc2)nc1-c1ccc(F)cc1,86,1,14,-0.1,83,8,25,-8,1.2,3.5
Cc1ccc(C(C)C)c(OCCNC(=S)Nc2cccc3ccccc23)c1,108,-7,-4,-0.1,114,-2,-5,2,0.8,5.6
CN(C)c1nc(OCC(=O)NC(C)(C)C)nc(N(C)C)n1,99,-1,1,-0.1,91,-13,15,13,0.99,-1.0
CCc1cc2c(cc3c(=O)n(CC(=O)NCCCN4CC(C)CC(C)C4)ncn32)s1 (stereo not drawn),94,0,6,0.7,106,-1,2,1,1.1,1.9
COc1cc(OC)cc(C(=O)Nc2ccc(S(=O)(=O)N(C)C)cc2)c1,96,-3,5,-0.1,85,11,23,-11,0.94,5.9
CC(C)(C)OC(=O)N1CCN(C(=O)Cn2cc(CCO)nn2)CC1,103,-3,-1,-0.1,nt,-15,nt,15,1.1,1.6
CCOC(=O)c1c(C)oc2c1c(CN1CCN(CCO)CC1)c(O)c1ccccc12,89,-2,10,0.0,126,-120,-19,120,2.7,5.3
CCN(CC)CC(C)CNC(=O)CN1C(=O)CSc2ccc(S(=O)(=O)N3CCOCC3)cc21 (stereo not drawn),107,-7,-8,-0.3,94,25,10,-25,1.2,0.1
Cc1c(N)cc(C(=O)N2CCOCC2)cc1[N+](=O)[O-],101,-6,1,-0.4,98,1,0,-1,1.2,1.4
CCCCN(C)CCCNC(=O)CCn1nc(-c2ccccc2)ccc1=O,91,-6,10,-0.2,102,-9,0,9,1.1,0.1
CSc1ccc(-c2nc(CN(C)C3CCOC3)c(C)o2)cc1 (stereo not drawn),124,-5,-28,0.4,102,-24,2,24,1.9,2.7
COc1cc(CNCCc2c[nH]c3ccccc23)ccc1OCc1ccc(F)cc1,99,-7,1,-0.5,100,-6,6,6,0.44,0.4
Cc1ccc2c(c1)C(=O)C(=O)N2CC(=O)OC(C)C,95,-7,5,-0.1,101,-9,4,9,1.1,-0.9
COc1ccc(/C=N/NC(=O)c2nc(-c3ccccc3)n(-c3ccccc3)n2)cc1OC,99,1,1,-0.4,103,-5,-1,5,0.94,5.6
CC(=O)c1cc(-c2ccccc2)n(CC(=O)N2CCN(C3CCCC3)CC2)c1C,105,-7,-1,-0.3,99,-12,2,12,0.97,0.0
CCN(Cc1ccccc1)C(=O)COc1cc(=O)n(CC)c2ccccc12,99,-4,1,-0.4,99,-12,7,12,0.98,1.7
CCOc1cc(/C=C2/C(=O)ON=C2C)ccc1OCc1ccccc1,102,1,-4,-0.4,105,34,-3,-34,1.1,10*
Cc1cc(C)nc(NNC(=O)NC2CCCCC2)n1,100,-6,2,-0.2,100,29,5,-29,1.1,0.1
CC1CN(C(=S)SCCN2Cc3ccccc3C2=O)CC(C)O1 (stereo not drawn),94,-5,6,0.5,92,-4,9,4,1.1,4.7

# Another view of 4 compounds above:
Structure	STAT1 act	FLuc inhib CS	STAT1 inh	Hsp70 act	STAT3 act	APP transl inh	STAT3 blocker	APP 5'UTR act	NF-kB expr up	RAM inhibit
Cn1nccc1C(=O)OCC(=O)Nc1nc(-c2ccccc2)cs1	104	-4	-3	-0.4	86	-11	22	11	2	9.4*
O=C(N/N=C/c1ccc([N+](=O)[O-])o1)c1cn(-c2ccccc2)nc1-c1ccc(F)cc1	86	1	14	-0.1	83	8	25	-8	1.2	3.5
Cc1ccc(C(C)C)c(OCCNC(=S)Nc2cccc3ccccc23)c1	108	-7	-4	-0.1	114	-2	-5	2	0.8	5.6
CN(C)c1nc(OCC(=O)NC(C)(C)C)nc(N(C)C)n1	99	-1	1	-0.1	91	-13	15	13	0.99	-1.0

# Single records, from the list above:
# Results for CSc1ccc(-c2nc(CN(C)C3CCOC3)c(C)o2)cc1 (stereo not drawn) : STAT1 act: 124; FLuc inhib CS: -5; STAT1 inh: -28; Hsp70 act: 0.4; STAT3 act: 102; APP transl inh: -24; STAT3 blocker: 2; APP 5'UTR act: 24; NF-kB expr up: 1.9; RAM inhibit: 2.7
# Results for CCOc1cc(/C=C2/C(=O)ON=C2C)ccc1OCc1ccccc1 : STAT1 act: 102; FLuc inhib CS: 1; STAT1 inh: -4; Hsp70 act: -0.4; STAT3 act: 105; APP transl inh: 34; STAT3 blocker: -3; APP 5'UTR act: -34; NF-kB expr up: 1.1; RAM inhibit: 10*
# Results for CCN(Cc1ccccc1)C(=O)COc1cc(=O)n(CC)c2ccccc12 : STAT1 act: 99; FLuc inhib CS: -4; STAT1 inh: 1; Hsp70 act: -0.4; STAT3 act: 99; APP transl inh: -12; STAT3 blocker: 7; APP 5'UTR act: 12; NF-kB expr up: 0.98; RAM inhibit: 1.7

# (cont.)
SMILES,STAT1 act,FLuc inhib CS,STAT1 inh,Hsp70 act,STAT3 act,APP transl inh,STAT3 blocker,APP 5'UTR act,NF-kB expr up,RAM inhibit
O=c1[nH]cnc2c1N1CCC2CC1,99,1,1,0.1,102,3,0,-3,1.1,0.7
CCOC(=O)Cn1c(C)nc2c(C(=O)OCC)sc(C)c2c1=O,93,-4,8,0.5,93,-2,8,2,1,1.6
CCc1ccc(CCC(=O)Nc2sc3c(c2C#N)CCCC3)o1,98,-9,2,0.3,101,-5,5,5,3.1,2.7
CCC(=O)Nc1nc2ccccc2n1Cc1ccccc1,104,-8,-3,-0.1,96,29,9,-29,0.91,-0.5
CC(C)CC(=O)CN1C(=O)C2(OCCO2)c2ccccc21,101,-3,-1,-0.4,104,11,-2,-11,1.3,-0.5
COC(=O)CNC(=O)C1CCCN1C(=O)CNC(=O)OC(C)(C)C (stereo not drawn),117,-5,-18,-0.4,105,-9,-2,9,1.4,1.7
Cc1ccc2c(c1)C1C=CCC1C(C(=O)O)N2 (stereo not drawn),90,2,11,-0.4,89,4,16,-4,1.2,8.7*
COc1cc(NC(=O)COC(=O)c2ccc(S(=O)(=O)N3CC(C)CC(C)C3)cc2)c(C)cc1[N+](=O)[O-] (stereo not drawn),95,-2,6,-0.4,104,1,-8,-1,1.2,4.9
Cc1nn(CC2CC2)c(=O)n1-c1cccc(Cl)c1,102,-4,-2,0.0,96,-4,9,4,1.2,0.8
COc1ccc(N2CSC3=C(C#N)C(c4cccs4)CC(=O)N3C2)cc1 (stereo not drawn),109,9,-10,-0.2,104,-2,-1,2,1.8,0.4
Cc1cc(NC(=O)CN2C(=O)NC(Cc3ccccc3)C2=O)no1 (stereo not drawn),100,-6,0,-0.1,101,-1,5,1,0.98,1.5
O=C(CSc1nc2ccccc2[nH]1)Nc1ccc2c(c1)OCCO2,103,13,-3,-0.1,98,-25,6,25,1.8,0.7
O=C(CN1C(=O)CSc2ncccc21)N1CCOCC1,101,-8,0,-0.4,102,1,-2,-1,0.86,3.0
Cc1nnc(NC2(C(F)(F)F)C(=O)Nc3c2c(=O)n(C)c(=O)n3C)s1 (stereo not drawn),100,-4,0,0.0,105,14,-2,-14,1.1,0.6
CC(=O)C1=C(O)C(=O)N(CCCn2ccnc2)C1c1ccc(C)cc1 (stereo not drawn),106,-9,-6,-0.1,109,10,0,-10,1.4,-1.1
O=C(/C=C/c1ccco1)c1ccc(O)cc1,99,49,2,-0.1,97,-79,12,79,3.3*,0.7
CC(=O)Nc1c(C)ccc2nsnc12,90,-5,11,-0.2,100,-9,5,9,1.4,1.1
CCOc1ccc(CC(=O)Nc2ccc(-c3ccc4nnc(C)n4n3)cc2)cc1,84,-9,17,-0.1,81,-2,30,2,1.1,7.0
COC(Cc1nnc(SC)n1-c1ccc(Cl)cc1)OC,100,-4,0,-0.4,107,-18,2,17,1,-1.4
NC(N)=Nc1nc2ccc(Br)cc2c(=O)[nH]1,91,-5,9,-0.1,100,-2,1,2,3.9*,-0.4
CC(C)(C)c1ccc(/C=N/NC(=O)c2ccccn2)cc1,59,93*,43*,-0.3,43,-168,68*,168*,2.4,0.4
COc1ccc(-c2noc(CCC(=O)Nc3ccc4c(c3)OCCO4)n2)cc1,99,1,1,-0.2,98,-8,2,8,1.2,2.2
Cc1cccc(CS(=O)(=O)Cc2ccc(C(=O)NCc3ccco3)o2)c1,107,1,-8,-0.3,104,2,3,-2,0.99,1.7
Cc1cc(C)c2c(=O)[nH]c(SCC(=O)c3ccc(C)c(C)c3)nc2n1,98,2,4,-0.1,98,-16,8,16,1.5,2.7
Cc1cc(C(=O)NCc2ccco2)cs1,92,0,9,-0.2,102,7,2,-7,1,1.5
CCCCCCCCC(=O)NC(NC(=S)N1CCOCC1)C(Cl)(Cl)Cl (stereo not drawn),89,-7,6,0.0,99,1,4,-1,1,1.5
CC(=O)N1CCc2cc(S(=O)(=O)NCCC(=O)N3CCN(Cc4ccccc4)CC3)ccc21,95,-8,5,-0.5,77,-16,33,16,0.73,0.0
CC1=C(C(=O)N(C)C)C(c2ccc(N3CCOCC3)cc2)NC(=O)N1 (stereo not drawn),102,2,-3,-0.2,101,-3,1,3,1.2,1.9
Cc1ccc(Cn2c(=N)c(C(=O)NCc3ccco3)cc3c(=O)n4ccccc4nc32)cc1,104,-7,-4,-0.4,106,-7,-3,7,0.8,-0.6
CC(/C=C/c1ccccc1)=N/NC(=O)CCC(=O)Nc1ccccc1C,99,-2,1,-0.2,97,-5,3,5,1.1,1.9
O=C(CNC1CCCCC1)Nc1ccc([N+](=O)[O-])cc1C(=O)Nc1ccccc1F,103,-9,-3,0.1,105,-21,-7,21,0.6,0.7
Cc1ccc(SCC(=O)Nc2ccc(C(=O)Nc3ccc(O)cc3)cc2)cc1,101,0,-3,-0.2,92,1,14,-1,1,7.3
O=C(NC(=S)Nc1ccccc1N1CCCC1)c1ccc(-c2cccc([N+](=O)[O-])c2)o1,98,0,2,-0.4,122,-11,-24,11,0.97,3.9
O=C(Nc1ccc(-c2cc3ccccc3oc2=O)c(Cl)c1)c1cccnc1,91,1,11,0.0,87,5,21,-5,1.3,2.3
COc1ccc(/C=N/NC(=O)c2cc(=O)[nH]c3ccccc23)cc1OC,104,-3,-6,-0.1,92,1,17,-1,1.2,3.7

# Ordered by number of heavy atoms (low to high): some entries from above
SMILES,STAT1 act,FLuc inhib CS,STAT1 inh,Hsp70 act,STAT3 act,APP transl inh,STAT3 blocker,APP 5'UTR act,NF-kB expr up,RAM inhibit
O=C(Nc1ccc(-c2cc3ccccc3oc2=O)c(Cl)c1)c1cccnc1,91,1,11,0.0,87,5,21,-5,1.3,2.3
Cc1ccc(SCC(=O)Nc2ccc(C(=O)Nc3ccc(O)cc3)cc2)cc1,101,0,-3,-0.2,92,1,14,-1,1,7.3
O=C(CNC1CCCCC1)Nc1ccc([N+](=O)[O-])cc1C(=O)Nc1ccccc1F,103,-9,-3,0.1,105,-21,-7,21,0.6,0.7

# Assay outcomes as filed in PubChem BioAssay.
